# Cneo AK release: Cryptococcus neoformans cell lysis inducers, primary screen, AK release luminescence, single concentration. 360,000 compounds, 0.2% hits. C. neoformans lysis, adenylate kinase release luminescence, 4 h; normalised: neutral wells 0, clomiphene wells 100. lysis activity, % at 15 µM. AID 651654, 2012;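 active means mean lysis activity across replicates of at least 80%, whatever share of replicates individually reach that level; inactive means mean lysis activity below 80%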
#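 Material – log-phase Cryptococcus neoformans yeast cells · Input – 5 × 10^6 yeast cells/mL · Medium – fresh YPD growth medium · Doses – single compound concentration per well · Timing – static 4 h at 37 °C with compound, 1 h detection · Detection – adenylate kinase release luminescence · Read-out – signal increase indicating cell lysis · Control set – Clomiphene as positive lysis control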
# LGR2 inh: inhibitors of bursicon-induced LGR2 CRE-luciferase signal, primary screen, cell-based, HEK293, CRE-luciferase reporter, bursicon stimulation; bursicon-stimulated, 4 h; inhibition, % at 9.99 µM; 380,000 compounds, 0.35% hits; AID 720647, 2013;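 active means drop in luminescence signal, shown as inhibition above about 50% in the replicate tests, limit read from the data, passing the limit was not always enough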;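 further: agonist challenge used bursicon conditioned medium at about half maximal strength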
# SIRT5 inh: SIRT5 desuccinylase inhibitors, primary screen, biochemical, fluorescence imaging, single point, set 5; inhibition, % at 15 µM; Purified SirT5, succinyl-peptide AMC, trypsin-coupled fluorescence; 330,000 compounds, 1.1% hits; AID 652115, 2013; NAD-dependent protein deacylase sirtuin-5, mitochondrial (Homo sapiens), Q9NXA8; in the data active means inhibition above about 15%
# Target sequence (Q9NXA8 whole entry, looked up): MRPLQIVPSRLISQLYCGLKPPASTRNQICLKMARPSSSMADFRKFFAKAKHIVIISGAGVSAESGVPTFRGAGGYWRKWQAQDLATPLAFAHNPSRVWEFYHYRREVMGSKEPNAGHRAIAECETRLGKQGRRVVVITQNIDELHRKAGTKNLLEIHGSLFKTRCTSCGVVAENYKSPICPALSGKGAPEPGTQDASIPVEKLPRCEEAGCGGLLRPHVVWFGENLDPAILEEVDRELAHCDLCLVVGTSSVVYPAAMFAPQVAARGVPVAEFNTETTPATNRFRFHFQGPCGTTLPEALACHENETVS
# C2C12 statin: suppressors of statin myotoxicity in C2C12 myotubes, primary screen, cell-based, single point, plate reader; C2C12 myotubes + simvastatin, ATP luminescence, 48 h; scaled: DMSO 0, geranylgeraniol control 100; rescue of ATP level, % at 7.49 µM; 330,000 compounds, 0.78% hits;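 active means mean ATP rescue above about 67%, or every replicate alone reaching that limit, limit read from the data, passing the limit was not always enough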;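 further: myotubes were challenged with 10 µM simvastatin during compound exposure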
# PGC1a acetyl inh: inhibitors of PGC1a acetylation signal, primary screen, cell-based, U2OS, AlphaScreen, inhibitor mode | inhibition, % at 15.6 µM | AlphaScreen anti-acetyl-lysine; with virally co-expressed GCN5 acetyltransferase | 350,000 compounds, 0.17% hits | AID 651687, 2012;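 active means every replicate shows inhibition of at least 40%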;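 further: 0% = neutral control wells and 100% = positive control wells; some results beyond the cut were filed as inactive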
# S100A4 inh HTS: inhibitors of S100A4-myosin IIA peptide binding, primary screen, biochemical, fluorescence polarization, TAMRA-MyoIIA peptide; inhibition, % at 10.7 µM; 360,000 compounds, 0.14% hits; AID 652163, 2013;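 active means mean inhibition of at least 70% across replicates, with every replicate also reaching that level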
# Target sequence (P26447 whole entry, looked up): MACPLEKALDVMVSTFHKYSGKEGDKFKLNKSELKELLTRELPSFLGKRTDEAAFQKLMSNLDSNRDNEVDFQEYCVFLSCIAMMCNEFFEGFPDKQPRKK
#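 System – human S100A4 monomer protein, biochemical binding assay · Buffer or medium – Calcium-containing HEPES buffer, pH 7.2 · Timing – 5 min between mix addition and reading · Also added – TAMRA-labelled myosin IIA heavy-chain peptide probe, 5 nM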
# ERAP1 HTS inh: human ERAP1 aminopeptidase inhibitors, primary screen, biochemical, single point, plate reader. recombinant ERAP1, Leu-AMC fluorescence, 60 min. AID 652197, 2013. 340,000 compounds, 0.15% hits. inhibition, % at 10.7 µM;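 active means mean replicate inhibition of at least 30%, or all replicates individually reaching that 30% level; inactive means mean below 30% and not every replicate reaching it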;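 further: 0% = neutral control wells and 100% = L-leucinethiol positive control wells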
# XiGFP reactiv: activators of inactive X chromosome reactivation, primary screen, imaging, XiGFP fibroblasts, GFP high-content imaging, set 2; XiGFP mouse fibroblasts, % GFP-positive cells imaging, 3 d; cells co-treated with 5-aza-dC sensitizer; scaled so ellipticine positive control = 100%; 360,000 compounds, 0.055% hits; activation, % at 7.58 µM;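 active means mean normalized replicate activation at least 10% and every replicate at or above 10%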;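 further: 0% = median of on-plate neutral control wells and 100% = ellipticine 6 µM median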
#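 assay system = SV40-immortalized XiGFP fibroblast cells, line 68-5-11 | buffer or medium = DMEM plus 5-aza-dC sensitizer | doses = single-point pinned compound dosing | times = 3-day compound exposure, then 15 min fixation at room temperature | benchmarks = positive control ellipticine, 6 µM final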
# * hit, by the source's call; / = not tested or not shown.
1: Cc1ccc(/C=N/Nc2nc(N3CCCCC3)nc(N3CCCCC3)n2)o1
2: CCC(=O)N[C@H]1CC[C@H](CCNS(=O)(=O)c2ccc(Cl)cc2)O[C@H]1CO
3: O=C(NNC1=C(C(=O)C(F)(F)F)CCC1)c1cccnc1
4: COc1ccc(-c2cc(=O)oc3cc(OC(=O)C4CCCCC4)c(Cl)cc23)cc1
5: CCOc1ccc(CC(=O)NCc2cn3c(C)csc3n2)cc1
6: C#CCOCCOCCOCCNc1nc(N2CCN(C(=O)Cn3cc(CCO)nn3)CC2)nc(N2CCN(C(=O)[C@H]([C@@H](C)O)n3cc(CCCCN)nn3)CC2)n1
7: C[C@@H]1CN([C@H](C)CO)C(=O)Cc2cc(NC(=O)c3ccncc3)ccc2O[C@@H]1CN(C)Cc1ccncc1
8: Cc1ccc(S(=O)(=O)Nc2ccc3c(c2)C(=O)N([C@@H](C)CO)C[C@@H](C)[C@@H](CN(C)C(=O)Cc2ccccc2)OCCCC[C@H](C)O3)cc1
9: C[C@H]1CCCCO[C@H](CN(C)CC2CC2)[C@@H](C)CN([C@@H](C)CO)C(=O)c2cc(NC(=O)c3ccccc3)ccc2O1
10: COC(=O)[C@]12CCCCC=C1N(Cc1cccc3ccccc13)C(=O)[C@H](CC(=O)N1CCCCC1)C2
screen / no.,1,2,3,4,5,6,7,8,9,10
Cneo AK release,/,-4,/,/,-3,-1,3,26,6,/
LGR2 inh,38,-19,-18,33,8,-1,12,7,24,25
SIRT5 inh,-2,-1,-1,-1,-4,/,0,6,-3,-1
C2C12 statin,/,-6,/,/,9,-5,13,/,/,/
PGC1a acetyl inh,-13,3,5,/,/,/,4,-4,7,/
S100A4 inh HTS,-3,-5,-6,1,5,-2,11,-4,-11,-3
ERAP1 HTS inh,1,-2,5,1,1,/,1,-1,2,-3
XiGFP reactiv,0.0,-0.1,0.1,0.0,0.1,0.3,-1.1,0.0,0.1,0.3

# Given with values under each structure: 3 of the compounds above.
# Sequence of screens: Cneo AK release	LGR2 inh	SIRT5 inh	C2C12 statin	PGC1a acetyl inh	S100A4 inh HTS	ERAP1 HTS inh	XiGFP reactiv
6) C#CCOCCOCCOCCNc1nc(N2CCN(C(=O)Cn3cc(CCO)nn3)CC2)nc(N2CCN(C(=O)[C@H]([C@@H](C)O)n3cc(CCCCN)nn3)CC2)n1
 : -1	-1	/	-5	/	-2	/	0.3
5) CCOc1ccc(CC(=O)NCc2cn3c(C)csc3n2)cc1
 : -3	8	-4	9	/	5	1	0.1
10) COC(=O)[C@]12CCCCC=C1N(Cc1cccc3ccccc13)C(=O)[C@H](CC(=O)N1CCCCC1)C2
 : /	25	-1	/	/	-3	-3	0.3

# New compounds follow.
11: COc1ccccc1N1CCN(C(=O)c2cc3c(s2)CCCCC3)CC1
12: C[C@@H]1CN([C@@H](C)CO)C(=O)c2cc(NC(=O)CCC(F)(F)F)ccc2O[C@@H]1CN(C)Cc1ccc(C(=O)Nc2ccccc2N)cc1
13: C[C@@H]1CN([C@@H](C)CO)C(=O)c2cc(C#CCc3ccccc3)cnc2O[C@H]1CN(C)Cc1ccccc1
14: CCCC(C)NC(=O)Cc1ccccc1 (stereo not drawn)
15: COc1ccc(-c2nc(CN3CCC(C(=O)NC4CCN(Cc5ccccc5)CC4)CC3)c(C)o2)cc1OC
16: Cc1c(C(=O)N2CCCCCC2)nnn1-c1nonc1N
17: COc1ccc(CN(C(=O)c2ccco2)c2ccc(C)c(C)c2)cc1
18: O=C(Nc1ccccc1C(=O)NCCCN1CCOCC1)c1ccc(F)cc1
19: C[C@@H]1CCCCO[C@H](CN(C)C(=O)c2ccccc2)[C@@H](C)CN([C@@H](C)CO)C(=O)c2cc(NS(=O)(=O)c3cn(C)cn3)ccc2O1
20: COc1ccc(-c2nc(C)c(C(C)=O)n2O)cc1[N+](=O)[O-]
screen / no.,11,12,13,14,15,16,17,18,19,20
Cneo AK release,2,1,/,/,2,2,-2,1,1,-3
LGR2 inh,-2,6,6,-5,6,-12,-5,-7,-3,-13
SIRT5 inh,5,/,3,/,5,0,112*,0,-4,2
C2C12 statin,14,61,/,/,2,-3,-21,4,/,-7
PGC1a acetyl inh,/,12,-9,-5,4,/,-18,/,6,/
S100A4 inh HTS,-13,-1,7,-9,-4,1,-4,-1,4,29
ERAP1 HTS inh,-4,4,2,-1,-1,1,0,-2,1,6
XiGFP reactiv,0.2,-0.1,-0.9,0.0,0.1,/,0.0,0.2,0.2,0.0

# Ordered by molar mass (high to low): 3 of the compounds above.
15: COc1ccc(-c2nc(CN3CCC(C(=O)NC4CCN(Cc5ccccc5)CC4)CC3)c(C)o2)cc1OC
13: C[C@@H]1CN([C@@H](C)CO)C(=O)c2cc(C#CCc3ccccc3)cnc2O[C@H]1CN(C)Cc1ccccc1
17: COc1ccc(CN(C(=O)c2ccco2)c2ccc(C)c(C)c2)cc1
screen / no.,15,13,17
Cneo AK release,2,/,-2
LGR2 inh,6,6,-5
SIRT5 inh,5,3,112*
C2C12 statin,2,/,-21
PGC1a acetyl inh,4,-9,-18
S100A4 inh HTS,-4,7,-4
ERAP1 HTS inh,-1,2,0
XiGFP reactiv,0.1,-0.9,0.0

# Continued.
21: C[C@@H]1CCCCO[C@H](CN(C)CC2CCCCC2)[C@H](C)CN([C@H](C)CO)C(=O)c2cc(NS(=O)(=O)c3ccc(Cl)cc3)ccc2O1
22: COc1cc(/C=C2/SC(=S)N(Cc3ccccc3)C2=O)ccc1OS(C)(=O)=O
23: CC(C)(C)OC(=O)C[C@@H]1C/C=C\C[C@H](CC(=O)N(CCO)Cc2ccccc2)C(=O)NCCOC1=O
24: CO[C@H]1CC[C@H]2CCN(C)C(=O)[C@H](C)[C@@H](OC)CN(C)C(=O)c3cc(C#N)ccc3OC[C@@H]1O2
25: Cc1noc(C)c1COc1ccccc1C(=O)NCCc1ccc(Cl)cc1
26: CCC(=O)N1[C@H](CO)[C@@H](c2ccc(C3=CCCC3)cc2)[C@H]1CNC(=O)CN(C)C
27: Cc1nn(-c2ccc(N3CCOCC3)nn2)c(C)c1CCC(=O)NCc1ccccc1
28: O=C(NCCCN1CCCC1=O)Nc1ccc(F)c(Cl)c1
29: CCOc1ccc(N2CC(C(=O)Nc3cc(C)on3)CC2=O)cc1 (stereo not drawn)
30: CCCCn1c(N)c(N(CC)C(=O)CSCc2c(C)noc2C)c(=O)[nH]c1=O
screen / no.,21,22,23,24,25,26,27,28,29,30
Cneo AK release,-6,-2,0,8,0,/,0,-5,/,-2
LGR2 inh,26,-14,-8,-40,-24,18,-3,13,8,18
SIRT5 inh,/,-4,0,0,7,/,-2,/,/,1
C2C12 statin,/,3,5,-2,2,0,1,6,/,-7
PGC1a acetyl inh,-4,-5,/,-2,/,0,6,2,/,/
S100A4 inh HTS,/,1,-4,43,-1,/,5,/,-4,1
ERAP1 HTS inh,/,-1,-6,-3,4,/,0,/,0,2
XiGFP reactiv,0.2,0.3,-0.1,-0.1,0.3,0.3,-0.1,/,0.1,0.1

# Looked up above:
# `C[C@@H]1CCCCO[C@H](CN(C)CC2CCCCC2)[C@H](C)CN([C@H](C)CO)C(=O)c2cc(NS(=O)(=O)c3ccc(Cl)cc3)ccc2O1` in XiGFP reactiv is entered as 0.2
# `CCC(=O)N1[C@H](CO)[C@@H](c2ccc(C3=CCCC3)cc2)[C@H]1CNC(=O)CN(C)C` in C2C12 statin is entered as 0

# Next part.
31: Nc1cccc(C(=O)N/N=C/c2ccsc2)c1
32: COc1ccccc1/C=C1\N=C(C(C)(C)C)OC1=O
33: COCc1cc(CN2CCN(CCc3ccccc3)C(CCO)C2)ccc1OC (stereo not drawn)
34: Cc1cc(Cl)ccc1OC(C)c1nnc(N)s1 (stereo not drawn)
35: O=C(CCn1c(=O)oc2ccc(Cl)cc21)N1CCN(Cc2ccccc2)CC1
36: CC(C)(C)Cc1nnc(NC(=O)c2ccco2)s1
37: C[C@H]1CN([C@@H](C)CO)C(=O)c2cc(N(C)C)ccc2O[C@@H]1CN(C)S(=O)(=O)c1ccc(F)cc1
38: CN(C)CCCn1c(SCc2c(Cl)cccc2Cl)nnc1-c1ccncc1
39: Cc1ccc(C)c(OCC(=O)Nc2ccc(N3CCOCC3)cc2N2CCOCC2)c1
40: CCOC(=O)c1csc(-c2snnc2C)n1
screen / no.,31,32,33,34,35,36,37,38,39,40
Cneo AK release,/,-1,5,2,-2,7,-1,0,0,/
LGR2 inh,-20,29,7,-7,-2,10,15,-35,-6,9
SIRT5 inh,-2,0,-3,/,-2,1,5,-1,-2,-1
C2C12 statin,/,-5,-3,60,10,-8,16,4,7,/
PGC1a acetyl inh,4,-2,-5,-14,1,/,-3,/,6,/
S100A4 inh HTS,-10,-2,0,/,-6,5,9,-2,0,-2
ERAP1 HTS inh,4,2,-3,/,1,-1,-1,-2,-2,-2
XiGFP reactiv,0.2,-0.1,0.2,/,0.1,0.1,-0.6,0.1,-0.1,0.3

41: O=C(NCc1ccncc1)C(=O)Nc1nccs1
42: COc1ccc(S(=O)(=O)N(C)C[C@@H]2Oc3ccc(NC(=O)C4CCCCC4)cc3C(=O)N([C@H](C)CO)C[C@@H]2C)cc1
43: O=C(NOC(=O)c1c(F)cccc1Cl)c1ccc(Cl)c(Cl)c1
44: CCCCCCc1cc2cc(C(=O)Nc3ccc(OC)cc3)c(=O)oc2cc1O
45: O=C(COC(=O)C1=COCCO1)Nc1cccc(S(=O)(=O)N2CCOCC2)c1
46: CC(C)CC#Cc1ccc2c(c1)O[C@@H](CN(C)CC1CCOCC1)[C@@H](C)CN([C@H](C)CO)S2(=O)=O
47: O=C(c1cn(-c2ccccc2)nc1-c1ccc(Cl)cc1)N1CCOCC1
48: OCC[C@H]1C[C@H](O)[C@@H](O)[C@]2(OCc3ccccc32)O1
49: COCC(=O)N1CC2(C1)CN(Cc1ccccc1Cl)[C@H](CO)c1c2c2ccc(OC)cc2n1C
50: CCS(=O)(=O)N1[C@H](CO)[C@H](c2ccc(C3=CCCCC3)cc2)[C@@H]1C#N
screen / no.,41,42,43,44,45,46,47,48,49,50
Cneo AK release,-4,-3,3,/,-3,7,/,3,/,2
LGR2 inh,/,-4,-9,41,14,10,3,-15,14,5
SIRT5 inh,-4,3,-5,-3,0,6,1,3,-1,5
C2C12 statin,/,-18,-3,/,9,-11,5,10,/,-18
PGC1a acetyl inh,4,-1,6,/,/,-15,/,4,-1,2
S100A4 inh HTS,0,3,-5,-3,-7,-6,5,-1,-9,40
ERAP1 HTS inh,/,1,-1,-3,-3,-5,4,-3,1,0
XiGFP reactiv,0.0,-0.2,0.0,0.0,0.2,-1.0,-0.1,0.1,0.0,-0.1

# From PubChem

# A portion of the library (hit frequency here may not be typical).
